# ARNT-TACC3 inh: disrupts binding between human ARNT and TACC3 | Q9Y6A5 | AlphaScreen His-ARNT PAS-B/GST-TACC3 binding, luminescence; TACC3 fragment carries E629A point mutation | inhibition, % at 9.99 µM | hit rate 0.66% among 390,000 | AID 623870;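 active = mean inhibition of replicates at least 50% and at least half of replicates each reaching 50%; inconclusive = half or more replicates reach 50% but mean below 50%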;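 also: 0% = complete ARNT plus TACC3 wells and 100% = ARNT alone without TACC3; many hits fall short of the cut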
# RAD54 inh: inhibitors of human RAD54 branch migration. hit rate 0.14% among 360,000. RAD54 Holliday junction branch migration, FAM/BHQ fluorescence. inhibition, % at 10.4 µM. AID 602329. Q92698;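 active = mean normalized replicate activity at least 40 and at least half of replicates scoring 40 or more; inconclusive = only one of the two criteria met; inactive = mean below 40 and under half of replicates reaching 40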;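 also: 0% = median of neutral control wells and 100% = median of positive control wells; inhibitors cause a drop in the FAM fluorescence signal; in these data hits start at about 50%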
# Target sequence (Q92698 whole entry, looked up): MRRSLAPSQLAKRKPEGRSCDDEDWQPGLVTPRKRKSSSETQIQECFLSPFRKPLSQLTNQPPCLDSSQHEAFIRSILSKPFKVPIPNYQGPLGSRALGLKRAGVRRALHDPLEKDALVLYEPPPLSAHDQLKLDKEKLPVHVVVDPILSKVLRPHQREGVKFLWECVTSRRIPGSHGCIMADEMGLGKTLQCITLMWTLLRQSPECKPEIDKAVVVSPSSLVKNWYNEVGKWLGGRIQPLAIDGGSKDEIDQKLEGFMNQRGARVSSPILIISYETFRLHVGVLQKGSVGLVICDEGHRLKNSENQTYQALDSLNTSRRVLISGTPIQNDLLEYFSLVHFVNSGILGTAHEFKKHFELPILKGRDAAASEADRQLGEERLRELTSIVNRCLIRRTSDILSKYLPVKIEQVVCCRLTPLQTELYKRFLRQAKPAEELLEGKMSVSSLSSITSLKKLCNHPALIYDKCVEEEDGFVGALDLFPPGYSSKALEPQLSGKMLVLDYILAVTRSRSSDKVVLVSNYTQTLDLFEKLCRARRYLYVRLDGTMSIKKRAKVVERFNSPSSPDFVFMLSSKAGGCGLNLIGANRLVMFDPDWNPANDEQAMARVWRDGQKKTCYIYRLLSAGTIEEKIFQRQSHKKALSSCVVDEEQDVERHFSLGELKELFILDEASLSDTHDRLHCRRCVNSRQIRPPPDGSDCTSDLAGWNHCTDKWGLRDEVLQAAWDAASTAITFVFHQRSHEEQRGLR
# esBAF inh: SWI/SNF esBAF complex inhibition | mouse ES cells, Bmi1-luciferase knock-in reporter, 24 h; 100% = twice the neutral-well signal | reporter increase, % at 12.5 µM | hit rate 2% among 350,000; in the data active = activation above about 40%; inconclusive = no clear call, values can overlap the other calls;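 also: 0% = median of the plate's neutral control wells and 100% = double that signal; a rise in the Bmi1 reporter signal indicates esBAF inhibition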
# * = called active by the depositor; ? = inconclusive. These rows are one share of the data; rates above refer to the full screens.
SMILES,ARNT-TACC3 inh,RAD54 inh,esBAF inh
CCCCOC(=O)CSc1nnc(-c2ccc(Cl)cc2Cl)o1,-12,-6,13
CCOC(=O)NC(Nc1sc2c(c1C(N)=O)CCCC2)(C(=O)OCC)C(F)(F)F (stereo unspecified),3,-8,5
O=C1CCC2CCCCC2(O)O1 (stereo unspecified),-9,-15,-3
Cn1c(=O)c(-c2ccccc2)nn2c3ccccc3nc12,-3,9,-7
O=C(Cc1ccccc1)Nc1cc(C(=O)c2ccccc2)ccc1N1CCOCC1,-4,-7,8
CCOC(=O)N1CCN(C(=O)CN(c2ccc(OC)c(OC)c2)S(C)(=O)=O)CC1,18,-4,-5
O=C(N[C@H]1C/C=C\C[C@H](CC(=O)N(CCO)Cc2ccccc2)C(=O)N[C@@H](c2ccccc2)COC1=O)OCC1c2ccccc2-c2ccccc21,0,3,-42
Cc1ccc(OCC(=O)N2CCN(c3nnc(-c4ccc(C)cc4)c4ccccc34)CC2)cc1,5,7,14
O=C(NC(=S)Nc1ccc2oc(-c3cccnc3)nc2c1)c1cccc(Cl)c1,-11,-1,-4
COc1ccccc1N1C(=O)c2ccccc2NC1C(OC)OC (stereo unspecified),-3,12,-10
O=C(c1ccc(S(=O)(=O)N2CCOCC2)cc1)N1CCN=C1SCc1cccnc1,-42,-10,-5
COc1ccccc1CNC(=O)CCS(=O)(=O)c1cccs1,25,-19,9
CCn1c(SCC(=O)OCc2ccccc2)nc2c1c(=O)n(C)c(=O)n2C,2,6,-5
Cc1cc(N2CCC(C)CC2)nc(SCC(=O)c2ccccc2)n1,9,5,?
Cc1cc(O)c2c(-c3ccccc3)cc(=O)oc2c1,-3,11,5
Cc1cc(C)c(C(=O)CC2(O)C(=O)Nc3ccccc32)cc1C (stereo unspecified),-5,-10,-4
Cc1ccc(-n2c(SCC(N)=O)nnc2-c2ccc(S(=O)(=O)N3CCCCC3)cc2)c(C)c1,5,-5,2
O=C(CN1CCC(NC(=O)c2ccc(F)cc2)CC1)NCc1ccccc1F,-2,3,-13
COc1cccc(C(=O)Nc2c3c(nn2-c2ccccc2C)CS(=O)C3)c1OC (stereo unspecified),-2,-3,-10
Cc1cc(NCCCN)nc(-c2ccccc2O)n1,-2,21,45*
COC(=O)CC1C(=O)NCCN1C(=O)NC1CCCCC1 (stereo unspecified),4,-2,1
FC(F)Oc1ccc(NC(=S)NN2CCOCC2)cc1,29,0,-4
CCC(C)(C)n1nnnc1C(c1ccc(OC)c(OC)c1)N1CCN(c2ccccc2)CC1 (stereo unspecified),14,9,0
O=C(Nc1ccccc1C(=O)O)c1cncc(Br)c1,2,2,4
Cc1ccc(-c2noc(CCC(N)=O)n2)cc1,-1,2,3
O=C1NC2=C(CCc3ccccc32)C(c2ccc(Br)cc2)N1 (stereo unspecified),1,4,2
Cc1ccc(OCC(O)CNC(=O)c2ccccc2C(=O)O)cc1 (stereo unspecified),-1,1,5
O=C(NCc1cccnc1)c1cccn2c(=O)c3sccc3nc12,33,11,-6
CC(=O)O[C@H]1CC[C@@]2(C)C(CCC3C2CC[C@]2(C)OC(=O)CCC32)C1 (stereo partly specified),-3,-24,-3
C=CCOc1ccc(/C(CC)=N/O)c(OC)c1,-21,-6,19
CCCCC1(CCCC)NC(=S)N(Nc2ccc(C)cc2)C1=O,-4,-1,-2
Cc1cc(C)nc(SCC(=O)Nc2ncc3c(n2)CCCC3=O)n1,-4,8,1
COc1cc2c(=O)n(Cc3ccccc3)c(=O)n(CC(=O)NCCc3ccccc3)c2cc1OC,-6,-7,-10
CC(C)(C)c1ccc(C(=O)CSc2nc3ccccc3c(=O)[nH]2)cc1,1,-7,23
CCOC(=O)CSc1nnc([C@@H](NC(=O)OC(C)(C)C)C(C)C)o1,-1,-13,-3
O=C(C1=C[C@H](C2CCCCC2)C[C@H](OCCCCO)O1)N1CCN(Cc2ccc3c(c2)OCO3)CC1,1,-8,6
Cc1ccc(C(=O)COC(=O)c2ccc3c(c2)C(=O)N(c2cccc4ncccc24)C3=O)cc1C,-14,0,-2
COC(=O)C1=C(N)Oc2cc(C)n(Cc3ccncc3)c(=O)c2C1c1cccnc1 (stereo unspecified),-2,-1,-3
c1ccc(CSc2ncccn2)cc1,18,0,30
O=S(=O)(/N=C/N1CCOCC1)c1ccc(Cl)cc1,1,3,-4
COC(=O)c1cccc(NC(=O)c2nn(C)c(=O)c3ccccc23)c1,21,7,9
CCc1ccc(NC(=O)c2cccnc2)cc1,-3,-10,46*
OC1CN=C2Sc3ccccc3N2C1 (stereo unspecified),-8,5,-3
N#Cc1ccc(-n2c(-c3ccccc3)nnc2-c2ccccc2)cc1C#N,1,5,5
O=C(C1CCCO1)N1CCC(O)(c2ccccc2)CC1 (stereo unspecified),16,5,3
CC1=CC(c2ccccc2)n2nc(N3C(=O)C4CC=CCC4C3=O)nc2N1 (stereo unspecified),1,3,5
COc1ccccc1NC(=O)CN1C(=O)CCS(=O)(=O)c2ccccc21,0,0,1
Cc1sc2ncn3c(C)nnc3c2c1C,6,7,-3
CC1(C)NC(=O)N(CC(O)CN2CCCCC2)C1=O (stereo unspecified),-3,-20,-13
CC(C)Oc1ccc(NC(N)=O)cc1,0,-3,3

# The list continues:
SMILES,ARNT-TACC3 inh,RAD54 inh,esBAF inh
COc1ccc(-c2noc(CSc3nc(N)c(-c4ccccc4)c(=O)[nH]3)n2)cc1OC,-14,0,-2
O=S1(=O)N=C(Nc2ccc(O)c(CN3CCCCC3)c2)c2ccccc21,-21,0,-6
CCn1nccc1C(=O)Nc1cc(Cl)ccc1Cl,-13,-7,-6
Cc1cc(-c2ccccc2)nc(N(C)NC(=O)c2cccc(C(F)(F)F)c2)c1S(C)(=O)=O,1,-1,9
Cn1c(SCC(=O)N2CCCCC2)nnc1-c1ccc(S(=O)(=O)N2CCOCC2)cc1,-2,1,-8
COc1ccc(C(=O)COC(=O)CN2C(=O)NC(C)(C)C2=O)cc1OC,-19,-3,-5
COC(=O)CSc1nc(NC(C)C)nc(N2CCOCC2)n1,-3,-4,-11
COC(=O)Nc1c(C(=O)OC)cc(OC)c(OC)c1OC,-8,-12,-7
CC(C)N(C(=O)CSc1nnc(-c2cc3ccccc3cc2O)n1Cc1ccco1)C(C)C,1,10,2
O=C1c2ccccc2N2C(=O)c3ccccc3C2N1Cc1ccco1 (stereo unspecified),0,-1,-6
O=P(O)(O)CCP(=O)(c1ccccc1)c1ccccc1,-7,-5,-6
Cc1cc(NC(=O)c2ccc3c(c2)C(=O)N(C2CCCCC2)C3=O)no1,-1,7,5
Cc1cccc(N2C(=O)CC(Sc3nc(C)cc(C)n3)C2=O)c1 (stereo unspecified),-3,-4,-4
CCOC(=O)N1CCC(Nc2c(-c3ccccc3)c(=O)c2=O)CC1,0,3,9
COCCNC(=O)CSCc1nc(-c2ccc(SC)cc2)oc1C,-3,0,-74
CCOC(=O)c1ccc2c(c1)nc(SCc1cn3ccsc3n1)n2CC,4,5,1
Cc1ccc(N=c2ssnc2Cl)cc1,2,8,1
CCOC(=O)c1ccc2[nH]cc(C(C)=O)c(=O)c2c1,-2,-20,1
COc1ccc(S(=O)(=O)CCc2nc3ccccc3s2)cc1,-2,-2,-2
CCN(CCCNC(=O)C1CCN(S(=O)(=O)c2c(C)[nH]c(=O)[nH]c2=O)CC1)c1cccc(C)c1,1,-3,-2
NC(=S)N/N=C/c1ccc(-c2cc(Cl)cc(Cl)c2)o1,-24,-13,3
CC1Cc2ccccc2N1C(=O)CSc1nnc2n1C(C)(C)Cc1ccccc1-2 (stereo unspecified),-3,-27,-12
CC(C)(C)C(=O)OCc1cn(-c2ccccc2)nn1,-1,9,23
CCCn1c2ccccc2c2nnc(SCC(=O)Nc3ncccn3)nc21,-4,-5,-2
CC1(c2cc(C(F)(F)F)n3nc(C(=O)O)cc3n2)CC1,-8,-8,2
Cc1cc(NC(=O)CCOc2ccccc2)no1,3,2,-6
C/C(=N\O)C1(C)N(O)C(C)(C)C(c2ccc(Br)cc2)=[N+]1[O-] (stereo unspecified),0,11,-15
CCc1ccc(C(=O)/C=C/c2cnn(C)c2C)s1,-17,-1,55*
c1ccc(CC2CNc3ccccc3CN2)cc1 (stereo unspecified),-1,-20,-1
CCC(C)NS(=O)(=O)c1cccs1 (stereo unspecified),-2,3,-9
O=C(C1CCN(S(=O)(=O)c2cccs2)CC1)N1CCCCCC1,-7,8,18
O=C(NC1CCC(NC(=O)C(F)(F)C(F)F)CC1)C(F)(F)C(F)F (stereo unspecified),-20,-9,4
O=c1[nH]c(=O)n(CCO)c2nnn(Cc3ccccc3)c12,-3,-2,-6
Cc1ccc(SCC(=O)Nc2cccc(NC(=O)c3ccco3)c2)cc1,7,3,3
COc1ccccc1/C=C/CN1CCN(c2ccccc2)CC1,6,-4,-9
CCCc1cc(=O)n2[nH]c(CCc3ccccc3)nc2n1,-10,10,6
O=C(C1=C(O)C(=O)N(Cc2ccccc2)C1c1ccco1)c1ccco1 (stereo unspecified),-1,-12,-3
COc1cc(OC)c(C2C(C(=O)Nc3ccccc3)=C(C)Nc3ncnn32)cc1OC (stereo unspecified),1,4,-4
CCN(CC)C(=O)C1CCN(Cc2ccc(Br)cc2)CC1,-3,7,-5
CC1CCN(Cc2nc3c(c(=O)n(C)c(=O)n3C)n2CCc2ccccc2)CC1,0,-1,-6
Cc1scc(C(=O)Nc2ccon2)c1-c1ccccc1,-1,0,-8
Cc1cccc(C(=O)NC2CC3CCCC(C2)N3C(=O)NC2CCCCC2)c1 (stereo unspecified),3,-1,4
COc1cc(O)oc1C=Nc1ccc(C(F)(F)F)cc1,1,-12,13
COc1ccc(OC)c(NC(=O)C(CC(C)C)NC(=O)C2CCCCC2)c1 (stereo unspecified),0,9,1
Cn1c(Cl)c(/C=N/OC(=O)c2cccc(Cl)c2)c2ccccc21,-1,3,-8
O=Cc1ccccc1Oc1ccccc1,-6,0,-3
CC(=O)C1=C(O)C=C(c2ccco2)CC1c1ccco1 (stereo unspecified),15,3,0
CC1(C)[N+]([O-])=C2C(=[N+]([O-])C1(C)C)c1ccccc1/C2=N\O,0,5,1
COc1ccc2c(c1)c(C(=O)N1CCN(C)CC1)c(C)n2-c1ccccc1,8,-2,-2
N#Cc1cnn(-c2ncnc3sc(-c4ccccc4)cc23)c1N,16,-2,-6

# Continuation:
SMILES,ARNT-TACC3 inh,RAD54 inh,esBAF inh
CCN(CC)CCCN1C(=O)c2oc3ccccc3c(=O)c2C1c1cccnc1 (stereo unspecified),15,-4,1
CC(=O)Oc1ccc(Cn2cnc3cc4ccccc4cc32)cc1,7,2,3
Cc1ccc(-n2c(-c3c(-c4ccccc4)noc3C)n[nH]c2=S)cc1,21,-8,-3
CS(=O)(=O)N1CCN(C(=O)c2cc(-c3ccncc3)nc3ccc(Cl)cc23)CC1,1,0,9
O=C(CSc1nc2ccccc2n1CC(=O)N1CCCC1)NCc1ccc2c(c1)OCO2,1,-6,0
O=S(NC1CCCCC1)C12CC3CC(CC(C3)C1)C2 (stereo unspecified),-10,-3,7
CC(NC(=O)c1ccc([N+](=O)[O-])o1)C1CC2CCC1C2 (stereo unspecified),-3,7,-11
NCCCCCc1nnc(SCc2ccc(Cl)c(Cl)c2)o1,33,-6,0
COC(=O)c1cc2c(ccn2-c2ccc(F)cc2)n1CC(C)C,-3,-3,-4

# Source: PubChem BioAssay (Broad Institute)
